Source: PubChem (several laboratories)
VHR inh abs = DUSP3 (human) phosphatase inhibition | recombinant VHR phosphatase, pNPP absorbance | inhibition, % at 13.3 µM | 290,000 tested, 0.52% active; in the data active = inhibition above about 50%; also: some compounds called inactive have numbers as strong as hits
Target sequence (P51452 whole entry, looked up): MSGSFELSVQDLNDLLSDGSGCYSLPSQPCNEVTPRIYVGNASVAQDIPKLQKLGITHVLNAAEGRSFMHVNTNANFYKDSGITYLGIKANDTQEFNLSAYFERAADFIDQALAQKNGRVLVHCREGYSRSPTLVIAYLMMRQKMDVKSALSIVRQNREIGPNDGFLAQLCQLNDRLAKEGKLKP
Y pestis TopoI = Y. pestis Topo-I inhibition via cleavage products. Y. pestis Topo-I cleavage product accumulation, plate reader. activity, % at 10 µM. 360,000 tested, 0.064% active. AID 504884; in the data active = activity above about 50%, passing the limit was not always enough; also: inactives centre near 2
Anthrax LF inh2 = inhibitors of Bacillus anthracis lethal factor protease | multiplex microsphere protease cleavage assay, LF | inhibition, % at 10 µM | 360,000 tested, 0.12% active; also: plate controls were buffer without enzyme for full effect and enzyme alone for no effect
Target sequence (P15917 whole entry, looked up): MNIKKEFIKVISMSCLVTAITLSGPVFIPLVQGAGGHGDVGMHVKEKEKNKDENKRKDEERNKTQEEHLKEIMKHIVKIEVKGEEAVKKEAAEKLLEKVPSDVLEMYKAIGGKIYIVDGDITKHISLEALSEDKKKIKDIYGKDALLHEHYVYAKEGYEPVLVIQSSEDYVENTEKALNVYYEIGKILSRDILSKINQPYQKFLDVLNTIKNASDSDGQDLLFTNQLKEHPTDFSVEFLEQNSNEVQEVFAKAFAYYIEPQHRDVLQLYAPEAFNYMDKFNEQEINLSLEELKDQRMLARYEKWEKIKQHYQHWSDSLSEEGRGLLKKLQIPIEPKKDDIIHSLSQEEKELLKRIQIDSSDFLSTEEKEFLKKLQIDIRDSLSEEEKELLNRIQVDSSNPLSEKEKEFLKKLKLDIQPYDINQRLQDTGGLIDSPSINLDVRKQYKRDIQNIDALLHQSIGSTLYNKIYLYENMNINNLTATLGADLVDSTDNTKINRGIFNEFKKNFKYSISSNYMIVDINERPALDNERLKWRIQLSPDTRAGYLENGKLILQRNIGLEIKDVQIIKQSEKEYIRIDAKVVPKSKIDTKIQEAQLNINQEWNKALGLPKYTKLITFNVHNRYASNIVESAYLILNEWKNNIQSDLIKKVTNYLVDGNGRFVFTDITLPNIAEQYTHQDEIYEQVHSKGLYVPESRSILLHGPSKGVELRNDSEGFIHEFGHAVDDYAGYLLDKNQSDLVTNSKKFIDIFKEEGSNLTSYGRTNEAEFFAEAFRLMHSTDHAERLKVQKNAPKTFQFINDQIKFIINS
PriA SSB inh = blocks PriA binding to SSB C-terminal tail; inhibition, % at 33 µM; 430,000 tested, 0.6% active; AlphaScreen SSBct-PriA binding, biotinylated peptide; in the data active = inhibition mostly above about 37%, no sharp cut-off; inactive = mostly below about 20%;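 also: plate controls were negative control peptide for no effect and reference peptide for full effect; strong numbers were not always called active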
CCHF vOTU inh = blocks the CCHF virus ovarian tumor domain protease | CCHFV vOTU protease, Pep-AMC fluorescence | inhibition, % at 11.5 µM | 370,000 tested, 0.55% active; in the data active = inhibition above about 30%; also: 0% = vehicle wells with enzyme and 100% = no enzyme wells
TcdB GH inh = inhibitors of Clostridioides difficile toxin B glycohydrolase; P18177; TcdB glycohydrolase enzymatic assay, plate reader; inhibition, % at 9.99 µM; 350,000 tested, 0.24% active; in the data active = inhibition above about 10%
BoNT A protease = inhibitors of Botulinum neurotoxin A light chain protease | multiplex microsphere protease substrate cleavage, flow cytometry | inhibition, % at 10 µM | 360,000 tested, 0.17% active; also: plate controls were buffer without enzyme for full effect and enzyme alone for no effect
3CLpro inhibitor = SARS-CoV 3CLpro protease inhibition. P0C6X7. AID 1706. 290,000 tested, 0.14% active. inhibition, % at 6 µM. recombinant SARS-CoV 3CLpro, quenched FRET peptide cleavage; in the data active = inhibition above about 12%
Vc quorum ag = inducers of Vibrio cholerae quorum light production without autoinducers; 350,000 tested, 0.16% active; AID 588436; V. cholerae BH1578 lux reporter, luminescence, 6 h; activation, % at 18.7 µM; in the data active = activation mostly above about 9.7%, no sharp cut-off; also: not every result past the cut was called active; inactives centre near 0; reference of the scale not given here
PfHsp40 rescue = rescue of PfHsp40-mediated yeast toxicity; S. cerevisiae expressing PfHsp40, growth rescue, ATP luminescence; growth rescue, % at 12.5 µM; 340,000 tested, 0.68% active; AID 504582; in the data active = growth rescue above about 28%, passing the limit was not always enough;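 also: yeast W303a lacking pdr1 and pdr3 grown in galactose medium; growth measured after three days at 30 °C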
Starred values were filed as active, the others as inactive; i = inactive; x = no result given; & = joins results of further samples. Rule as the data show it, unless noted: active = inhibition above about 30%; inconclusive = no clear call, values can overlap the other calls; inactive = below that. An excerpt; count on the stated rates, not on these rows.

smiles,Vc quorum ag,PriA SSB inh,3CLpro inhibitor,TcdB GH inh,VHR inh abs,Y pestis TopoI,BoNT A protease,Anthrax LF inh2,PfHsp40 rescue,CCHF vOTU inh
CC(Oc1ccc2c3c(c(=O)oc2c1)CCCC3)C(=O)NCc1cccnc1 (stereo unspecified),-0.2,-3.0,-1.3,-0.8,1.8,5.8,-2.2,-2.1,3.9,-7.1
COc1cc(-c2cc(=O)c3c(O)c(OC)c(OC)c(OC)c3o2)cc(OC)c1OC,-0.3,-10.5,x,-0.1,10.4,1.2,-0.2,9.0,-1.0,-2.8
CN(Cc1ccccc1)C(=O)CCNS(=O)(=O)c1ccc2c(c1)oc(=O)n2C,-0.2,-9.0,-5.2,x,6.2,-0.2,-0.8,-0.8,-0.5,0.0
CCN(CC)CCNC(=O)Cn1nc(Cc2ccccc2)c2ccccc2c1=O,-1.4,-15.9,1.6,x,29.0,-6.9,-0.6,2.0,-0.8,7.3
COCC(=O)N1CCC(Oc2ccc(C(=O)N3CCN(C)C[C@@H]3C(C)C)cc2)CC1,i,-20.8,0.2,0.8,12.9,3.6,x,x,0.4,5.5
O=C(c1ccc(Br)cc1)N1CCN(c2ccccn2)CC1,i,x,x,0.0,x,6.0,0.4,-0.4,x,0.1
Cc1csc(NC(=O)CCn2c(=O)sc3ccccc32)n1,i,2.0&-2.4,-4.0,x,9.9,1.4,0.3,-4.4,20.8,-5.3
C=CCn1c(-c2cccn(Cc3ccc(Cl)cc3)c2=O)n[nH]c1=S,i,5.7,4.4,x,14.0,6.8,0.1,-1.7,-0.2,-3.8
C=CCC(NCc1ccco1)c1ccc(OC)cc1 (stereo unspecified),i,-5.7,-8.8,x,31.1,0.9,-0.7,-6.5,-1.5,-0.2
CCCCNc1nnc(CCn2nc(C)c(Br)c2C)s1,-3.8,-13.3,6.1,x,11.5,0.0,0.7,-0.6,-1.2,-6.2
Cn1c(N)c(C(=O)COC(=O)Cc2ccc(Cl)c(Cl)c2)c(=O)n(C)c1=O,i,-12.9,x,1.2,x,11.7,x,x,4.0,4.2
Cc1c(NC2=NC3(CCCCC3)Cc3ccccc32)c(=O)n(C)n1-c1ccccc1,-0.3,-8.8,-7.7,x,-13.9,-3.1,4.1,3.7,-0.5,-4.7
CCc1ccc(-c2nc(CSCC(=O)N3CCN(c4ncccn4)CC3)c(C)o2)cc1,-0.1,-8.6,2.6,1.1,12.8,0.5,-0.7,0.8,-0.2,1.4
O=C(CCS(=O)(=O)c1cccc2nonc12)N1CCCc2ccccc21,-0.3,-6.1,-6.4,x,-10.5,-1.5,-0.7,-13.9,-1.0,3.2
CC1(C(=O)NS(=O)(=O)c2ccccc2)CCN1C(=O)Cc1cccc2ccccc12 (stereo unspecified),-0.2,x,x,0.1,x,-8.5,-0.1,-1.6,x,-4.0
CCn1cc(C(=O)NCc2cccnc2)c2cc(OC)c(OC)cc2c1=O,x,-7.8,2.2,x,-2.4,3.6,0.3,4.3,-0.1,-2.4
Cc1ccc(C(=O)CN2C(=O)NC3(CCCCC3C)C2=O)s1 (stereo unspecified),5.7,-5.5,x,-2.3,x,3.0,x,x,2.3,-1.6
O=C(NCc1ccncc1)Nc1ccccc1F,-0.2,-6.1,-0.5,1.2,1.4,3.5,-0.5,-0.1,1.1,-10.5
O=C(NCCCCNC(=O)c1ccco1)c1ccco1,1.5,-9.5,-1.4,x,14.1,1.5,-0.3,-3.4,0.8,7.5
COc1ccc(S(=O)(=O)NC(=O)C2(C)CCN2C(=O)C2CC2)cc1 (stereo unspecified),i,x,x,1.2,x,-0.3,-0.1,-7.0,x,-4.5
Nc1ccc(S(=O)(=O)NC(Cc2ccccc2)C(=O)O)cc1 (stereo unspecified),0.3,-17.2,5.4,0.9,-7.9,1.0,-4.5,-7.6,-1.2,-11.5
CC1(C)CC(c2nc(-c3ccc(Br)cc3)cs2)CCS1 (stereo unspecified),-0.1,-50.8,2.0,0.3,-0.3,4.8,-0.1,-3.1,0.9,24.6
CCC(C(=O)NC1CCCC1)n1c2ccccc2c2nc(=O)cc(C)n21 (stereo unspecified),0.2,-5.0,x,1.4,x,3.7,0.8,-1.9,-0.8,-10.6
Cn1c(=O)[nH]c(=O)c2c1nc(NCCc1ccccc1)n2CC(O)COc1ccccc1 (stereo unspecified),-3.1,-11.1,-10.1,x,37.4,-3.9,0.5,-2.8,-1.3,-0.6
CC(CN1C(C)CCCC1C)OC(=O)c1ccccc1Br (stereo unspecified),-0.9,5.8,-0.5,-0.2,20.7,1.2,-1.3,-14.8,x,20.2

smiles,Vc quorum ag,PriA SSB inh,3CLpro inhibitor,TcdB GH inh,VHR inh abs,Y pestis TopoI,BoNT A protease,Anthrax LF inh2,PfHsp40 rescue,CCHF vOTU inh
Oc1ccc(C(c2nnnn2C2CCCC2)N2CCc3ccccc3C2)cc1 (stereo unspecified),i,10.7,5.2,x,4.9,-0.9,1.9,0.3,-0.2,-0.3
CC(C)(C)NC(=O)C(c1cccs1)N(Cc1cccs1)C(=O)c1csnn1 (stereo unspecified),-0.9,1.5,-1.6,1.6,13.4,3.7,-0.8,1.2,0.1,-8.3
COc1ccc2c(c1)[nH]c1c(=O)n(CC3CCCO3)cnc12 (stereo unspecified),-1.0,-13.2,1.5,x,-22.6,7.7,-1.9,-2.4,-0.9,-1.2
COc1ccc(CC(=O)NC2CC(C)(C)NC(C)(C)C2)cc1OC,i,-2.3,-4.7,1.5,4.9,6.7,-1.7,18.1,-4.1,-12.2
CCOC(=O)c1c(C2CC2)csc1NC(=O)CSCc1c(C)noc1C,i,-2.6,6.3,x,40.8,-1.6,0.7,-5.7,1.3,6.8
COc1ccc([N+](=O)[O-])cc1NC(=O)C(C)N(C)Cc1ccc(Br)cc1 (stereo unspecified),-0.5,-12.6,-0.1,-0.9,-2.7,9.9,-1.4,-1.0,4.8,-4.6
Cc1cccc(N2CCN(C(=O)CSc3nnnn3C3CC3)CC2)c1C,0.0,2.8,x,0.5,x,7.0,-0.2,3.7,0.5,0.9
CCOc1cccc(/C=N/N=C/c2cccc(OCC)c2O)c1O,i,x,-2.4,1.0,-3.8,-1.8,-1.7,-2.4,-1.4,-11.7
O=C1[C@H]2[C@@H](c3ccc(F)cc3)N3C(=O)N(c4ccc(Br)cc4)C(=O)[C@@]3(Cc3ccccc3)[C@H]2C(=O)N1C1CCCCC1,i,-51.1,11.3,0.5,-10.5,9.4,0.4,-3.6,0.2,-7.0
CCOc1ccc(NS(=O)(=O)c2cc(C(=O)N3CCC3)ccc2Cl)cc1,-0.8,-2.1,x,0.2,x,2.5,-0.3,-0.9,-0.6,-3.1
CCC(C)C(NC(=O)C1CCC(C)CC1)C(=O)Nc1ccc(OC)cc1 (stereo unspecified),-0.5,6.5,8.3,0.9,24.8,-0.5,-2.9,-2.0,-0.8,2.1
Cc1nc(-c2ccc(S(=O)(=O)N3CCN(CCc4ccccc4)CC3)s2)cs1,0.2,-7.3,4.5,0.2,4.9,17.1,-0.9,-9.6,x,-2.7
O=C(CCc1nc(-c2cccs2)no1)Nc1cnc2ccccc2c1,-0.2,-15.1,-0.9,x,28.6,1.6,0.5,-0.8,-0.4,0.6
COc1ccc(Nc2nc(N3CCCC3)nc(N3CCOCC3)n2)cc1,i,-8.7,x,0.4,x,7.7,0.3,-2.2,1.3,14.6
COc1ccc(F)c(CN2CCC(CO)(Cc3cccc(C(F)(F)F)c3)CC2)c1,i,-1.9,-9.2,2.3,22.0,31.0,0.3,-0.5,-2.7,-0.4
CCn1c(SCC(=O)N/N=C/c2c[nH]c3ccccc23)nnc1-c1ccc(Cl)cc1,-0.2,x,-7.6,-0.5,4.2,12.0,0.1,-2.7,-0.9,-5.2
COc1ccc(N2CC(C(=O)Nc3cccc(C)n3)CC2=O)cc1 (stereo unspecified),-0.2,-25.5,1.6,0.5,-7.4,-2.4,0.0,1.1,-2.1,-5.2
O=C1c2ccccc2-c2n[nH]c(=O)c3ccc(N4CCCCC4)c1c23,-0.5,-3.4,-1.4,-0.5,15.5,0.6,-0.4,-6.3,-1.3,4.5
N#C/C(=C/c1ccncc1)c1nc2ccccc2c(=O)[nH]1,-0.4,-3.7,1.7,-0.2,0.4,5.5,-0.9,-1.0,-1.3,8.3
Cc1cc(Cl)ccc1OCCCC(=O)NO,i,9.9,-10.2,x,-1.5,-10.0,x,x,0.0,-5.8
Cc1noc(C)c1COc1ccccc1C(=O)NC(C)c1ccc(Cl)cc1 (stereo unspecified),-0.4,2.8,x,0.8,x,24.8,-0.6,8.0,2.7,-3.0
Cc1cc(NS(=O)(=O)c2ccc(NC(=O)C(C)Oc3ccc(Cl)cc3)cc2)no1 (stereo unspecified),i,1.8,5.9,x,-0.7,6.7,15.9,1.6,1.3,10.6
CCOc1ccc(CN(C)CC(=O)Nc2cccc(C)c2)cc1OC,-0.3,-12.9,3.5,0.3,29.7,1.9,-0.5,-6.9,0.4,-2.7
Cc1ccc(NC(=O)Cn2c(=O)oc3ccccc32)c(C)c1,i,-3.9,-2.6,1.1,13.9,5.1,x,x,-0.2,-3.8
Fc1ccccc1/C=N/Nc1ccc(Cl)nn1,-0.8,x,-2.3,-0.3,26.3,4.0,2.0,-1.0,-0.2,-11.9

smiles,Vc quorum ag,PriA SSB inh,3CLpro inhibitor,TcdB GH inh,VHR inh abs,Y pestis TopoI,BoNT A protease,Anthrax LF inh2,PfHsp40 rescue,CCHF vOTU inh
CCC(Sc1nc(C)cc(C)n1)C(=O)Nc1nccs1 (stereo unspecified),i,1.1,4.0,1.0,1.2,4.9,1.2,4.6,3.3,-5.6
COc1ccc(NC(=O)CN2C(=O)NC(C)(c3ccc4c(c3)OCCO4)C2=O)cc1S(N)(=O)=O (stereo unspecified),i,-7.1,x,1.7,x,1.5,0.3,2.5,-0.1,-0.6
Cc1cc(Br)c(S(=O)(=O)NCc2ccncc2)cc1C,-0.4,5.7,1.8,-3.9,12.6,-4.1,2.1,-3.2,1.2,5.5
Cc1ccccc1SCC(=O)N1CCN(c2ccc(C(F)(F)F)cn2)CC1,-0.2,-21.6,1.6,2.2,12.6,8.3,-0.4,2.0,7.2,19.6
CC(C)Cc1nnc(NC(=O)C2CCN(C(=O)c3ccc(Cl)cc3)CC2)s1,-2.5,-12.9,x,2.4,x,17.4,3.7,3.9,1.0,-0.4
C/C(=N\NC(=O)c1cc2ccccc2cc1O)c1ccccn1,-0.3,x,2.1,0.6,7.1,12.0,1.5,8.0,-0.1,28.0
COc1ccc(C2C(C#N)=C(N)Oc3cccc(O)c32)cc1 (stereo unspecified),-1.7,-8.5,6.2,1.7,5.8,-6.5,0.8,9.2,-0.9,-13.0
Cc1ccc(NC(=S)Nc2cccc3cnccc23)cc1C,-0.3,22.1,0.1,0.8,43.8,-0.9,0.8,-9.5,377.1*,3.5
CCOC(=O)Cn1cc(/C=N/NC(=O)CC#N)c2ccccc21,i,i,-1.6,2.4,-4.9,-4.0,x,x,0.5,-10.1
COc1ccc(NS(=O)(=O)c2ccc(OC)c(NC(=O)CNC(=O)c3ccc(OC)cc3)c2)cc1,-2.0,-7.5,x,1.5,x,25.4,0.4,-15.7,1.3,-6.0

Single records, as listed above.
`COc1ccc(NC(=O)CN2C(=O)NC(C)(c3ccc4c(c3)OCCO4)C2=O)cc1S(N)(=O)=O` (stereo unspecified) is listed as Vc quorum ag: i; PriA SSB inh: -7.1; 3CLpro inhibitor: x; TcdB GH inh: 1.7; VHR inh abs: x; Y pestis TopoI: 1.5; BoNT A protease: 0.3; Anthrax LF inh2: 2.5; PfHsp40 rescue: -0.1; CCHF vOTU inh: -0.6
`CCC(Sc1nc(C)cc(C)n1)C(=O)Nc1nccs1` (stereo unspecified) is listed as Vc quorum ag: i; PriA SSB inh: 1.1; 3CLpro inhibitor: 4.0; TcdB GH inh: 1.0; VHR inh abs: 1.2; Y pestis TopoI: 4.9; BoNT A protease: 1.2; Anthrax LF inh2: 4.6; PfHsp40 rescue: 3.3; CCHF vOTU inh: -5.6
